Bioassay records from PubChem.
TSHR antagonist – Antagonists of the Thyroid Stimulating Hormone Receptor: HTS campaign. hit rate 0.2% among 330,000. Thyrotropin receptor (Homo sapiens), P16473. AID 504810, 2011. TSHR-expressing cells, TSH-stimulated cAMP HTRF, 2 h; hits give low values. activity change, negative = inhibition, % at 11.5 µM;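 active means activity change below a set negative limit, meaning inhibition stronger than a set level, cut at about -70% in these data; inconclusive means activity change between two set negative limits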; further: on the % scale 0 is the no-effect control and ±100 the full control effect
Target sequence (P16473 whole entry, looked up): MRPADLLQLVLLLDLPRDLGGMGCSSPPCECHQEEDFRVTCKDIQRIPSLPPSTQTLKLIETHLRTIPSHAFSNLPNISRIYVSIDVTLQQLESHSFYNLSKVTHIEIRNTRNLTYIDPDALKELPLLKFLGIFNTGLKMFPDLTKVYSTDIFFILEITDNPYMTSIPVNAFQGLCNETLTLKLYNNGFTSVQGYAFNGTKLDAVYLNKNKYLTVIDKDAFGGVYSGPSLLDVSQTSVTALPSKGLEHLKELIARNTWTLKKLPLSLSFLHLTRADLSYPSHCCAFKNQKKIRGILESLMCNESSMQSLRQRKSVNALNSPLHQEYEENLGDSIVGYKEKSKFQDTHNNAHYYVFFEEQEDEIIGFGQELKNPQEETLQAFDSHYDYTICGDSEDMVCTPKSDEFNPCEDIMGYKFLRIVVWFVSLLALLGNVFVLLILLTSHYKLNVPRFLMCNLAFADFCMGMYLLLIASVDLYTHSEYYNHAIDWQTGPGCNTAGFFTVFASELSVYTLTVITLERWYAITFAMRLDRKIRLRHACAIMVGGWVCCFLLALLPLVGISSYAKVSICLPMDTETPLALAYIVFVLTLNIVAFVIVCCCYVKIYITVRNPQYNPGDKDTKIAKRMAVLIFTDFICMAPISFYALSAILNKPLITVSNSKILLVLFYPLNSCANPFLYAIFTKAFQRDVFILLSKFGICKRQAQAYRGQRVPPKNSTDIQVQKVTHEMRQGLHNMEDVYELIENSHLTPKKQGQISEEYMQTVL
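Competitive HTRF cAMP read-out (cryptate anti-cAMP antibody, cAMP-d2; 30 min, room temperature) in freshly harvested TSHR cells. Compounds added before TSH at EC80 (4nM final), followed by 2 hours' incubation at 37 deg C.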
Tb PFK inh – qHTS Assay to Find Inhibitors of T. brucei phosphofructokinase; T. brucei PFK, ADP-Glo luminescence; Potency, µM (titrated, usually from 57.5 µM), for the others: at the top dose activity, negative = inhibition, actives largely listed as inhibitors; hit rate 0.17% among 330,000; AID 485367, 2010;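 further: potency means the concentration at half of the fitted maximal effect; 0% = uninhibited 1x PFK enzyme wells and -100% = no-enzyme wells; nearly all actives have a fitted effect of over 60% in size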
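Activity is normalized to no-enzyme wells (full inhibition) and 1.25 nM enzyme wells (no inhibition). Reaction: 0.5 mM F6P, 0.1 mM ATP, 45 min RT, ADP-Glo luminescence; concentration-response curves fitted and classed by quality.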
S-ASM inh – Inhibitors of Secretory Acid Sphingomyelinase (S-ASM): qHTS | hit rate 0.006% among 340,000 | placental ASM, HMU-PC fluorogenic substrate, 60 min | Potency, µM (series often up to 57.5 µM), without a hit: at the top dose activity change, negative = inhibition, hits mostly inhibitors | Sphingomyelin phosphodiesterase (Homo sapiens), P17405; further: potency means the concentration at half of the fitted maximal effect
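Human placenta-derived ASM preincubated with compound 10 min at room temperature, then reacted with 9 uM (final) fluorogenic HMU-PC substrate for 60 min at 37 C. Stop solution raises pH to 10; fluorescence read at Ex 386/Em 447 nm.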
ELG1 repair inh – qHTS screen for small molecules that inhibit ELG1-dependent DNA repair in human embryonic kidney (HEK293T) cells expressing luciferase-tagged ELG1; HEK293T ELG1-luciferase reporter, luminescence, 16 h; DNA damage induced by 5-fluorouridine; Potency, µM (series often up to 46.1 µM), inactives show at the highest dose activity change, negative = inhibition, usual class: inhibitors; hit rate 2.3% among 330,000; AID 504467, 2011; further: potency means the concentration at half of the fitted maximal effect; on the % scale 0 is the no-effect control and ±100 the full control effect; nearly all actives have a fitted effect of over 55% in size
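Luminescence from the luciferase reporter, measured 30 min after ONE-Glo reagent at room temperature, was the read-out. Beforehand, 2,000 cells per well were exposed for 16 hr at 37 °C to 5-fluorouridine together with compound or vehicle.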
TSG101-PTAP inh – qHTS Assay for Iinhibitors of HIV-1 Budding by Blocking the Interaction of PTAP/TSG101 | Tumor susceptibility gene 101 protein (Homo sapiens), Q99816 | 340,000 tested, under 10 active | Fluorescence polarization, FITC-PTAP peptide / Tsg101 binding | Potency, µM (highest dose often 115 µM), inactives show top-dose activity change, negative = inhibition, hits mostly inhibitors; active means well fitted inhibition curve with a large enough effect in the main read-out, with a control signal flat, not every such curve was filed as active; inconclusive means small, poorly fitted or top-dose-only effect, or effect the other way, or a change in a side signal; inactive means no such curve, though single readings can be large or run the other way; further: potency means the concentration at half of the fitted maximal effect; % of control where 0% means no effect
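Fluorescence anisotropy tracks displacement of a FITC-tagged PTAP peptide (50 nM) from the Tsg101 binding domain (10 uM), following a 20 min room-temperature incubation at pH 7.5.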
Mito fusion act – qHTS Assay for Small Molecule Inhibitors of Mitochondrial Division or Activators of Mitochondrial Fusion | S. cerevisiae fusion-defective mutant growth rescue, CellTiterGlo 48 h | Potency, µM (highest dose often 46.1 µM), for the others: at the top dose growth rescue (activation), usual class: activators | hit rate 0.23% among 320,000;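 further: potency means the concentration at half of the fitted maximal effect; % of control where 0% means no effect; nearly all actives have a fitted effect of over 45% in size; temperature-sensitive fusion mutants such as fzo1-1 at 37 °C on non-fermentable ethanol glycerol medium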
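Luminescent cell viability in 1536-well qHTS format served as the measure of rescued growth in ts fusion-mutant S. cerevisiae cultured on non-fermentable YPEG for 48 hours at 37C.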
BCR signal inh – qHTS Assay to Find Inhibitors of Chronic Active B-Cell Receptor Signaling. ABC-DLBCL IkBa-CBG/CBR reporter, luminescence ratio, 4 h. Potency, µM (titrated, usually from 46.1 µM), without a hit: at the top dose ratio change, negative = lower green/red ratio, actives largely listed as inhibitors. AID 493014, 2011. hit rate 0.05% among 340,000; active means well fitted inhibition curve with a large enough effect in the signal ratio, with a control signal flat, not every such curve was filed as active; inconclusive means small, poorly fitted or top-dose-only effect, or effect the other way, or a change in a side signal; the % refers to the signal ratio;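 further: potency means the concentration at half of the fitted maximal effect; plate controls were basal doxycycline-induced cells for no effect and cells given 10 µM MG132 for full effect; MG132 reads +100%, hits lower the ratio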
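TMD8 human ABC-DLBCL cells with doxycycline-inducible IκBα–green luciferase fusion and unfused red luciferase, in 0.5% FBS medium; compounds up to 46 uM, 4 h at 37C. Green/red luminescence ratio, filter-overlap corrected, fitted to concentration-response curves.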
Integrin act MD – qHTS for Activators of Integrin-Mediated Alleviation for Muscular Dystrophy; Potency, µM (highest dose often 38.3 µM), inactives show at the top dose activation, actives largely listed as activators; hit rate 0.064% among 350,000; AID 624291, 2012; alpha7betagal myoblasts, beta-gal FDG fluorescence, 48 h;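 further: potency means the concentration at half of the fitted maximal effect; 100% = response of the positive control SU9516; nearly all actives have a fitted effect of over 60% in size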
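alpha7betagal+/- myoblasts (passage 13, 250/well) treated 48 h at 37C with compounds at 1:260 dilution of DMSO stock. Lysed, then beta-galactosidase activity read as FDG fluorescence (ex 480/em 540) after 30 min, with pre-read for autofluorescence.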
TCR activator – Activators of T cell receptors: qHTS campaign | 330,000 tested, under 10 active | Potency, µM (series often up to 9.22 µM), inactives show top-dose activation of IL-2 secretion, hits mostly activators | primary human leukocytes, anti-CD3, IL-2 HTRF, 48 h; further: % of control where 0% means no effect
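Using a-CD3 beads without co-stimulation, primary human leukocytes were exposed to compounds for 48 hr. An HTRF IL-2 kit measured the cytokine, with europium-to-d2 energy transfer producing emission at 665nm upon 320nm excitation.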
Eya2 phos inh – qHTS Assay for Inhibitors of the Phosphatase Activity of Eya2; Protein phosphatase EYA2 (Homo sapiens), O00167; recombinant Eya2, OMFP fluorescence dephosphorylation (OMFP is methylfluorescein phosphate); Potency, µM (highest dose often 76.9 µM), without a hit: top-dose activity, negative = inhibition, most hits filed as inhibitors; hit rate 0.006% among 330,000; further: potency means the concentration at half of the fitted maximal effect; on the % scale 0 is the no-effect control and ±100 the full control effect
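Eya2 (0.2 uM) preincubated 10 min at ambient with compound, then OMFP substrate added at 50 uM; 10 min reaction in 50 mM HEPES pH 7.5, 50 mM NaCl, 5 uM MgCl2, 0.05% BSA, 1 mM DTT. Fluorescence read at Ex 485/Em 525 nm.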
A-T KAP1 phos – qHTS Assay for Identifying a Potential Treatment of Ataxia-Telangiectasia. […] A-T fibroblasts, KAP-1 phosphorylation AlphaLISA; neocarzinostatin DNA damage 30 min before lysis. Potency, µM (doses to about 57.5 µM), without a hit: at the top dose activation, actives largely listed as activators. hit rate 0.19% among 320,000; further: potency means the concentration at half of the fitted maximal effect; % of control where 0% means no effect; nearly all actives have a fitted effect of over 45% in size
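ATM-like activity read as KAP-1 phosphorylation via AlphaLISA donor/acceptor antibody pairs after lysis and 6 hr at 25C. Cells were ATM-null patient fibroblasts ([…], hTERT), dosed 60 min, then exposed to the DSB inducer NCS for 30 min.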
The depositor's hits bear a star; ? = inconclusive; · = not tested or not shown; [ ] = another dose, or the depositor's remark. Unless noted, the call rests on the fitted dose curve; in most records, active means well fitted curve in the direction sought with a large enough effect; inconclusive means small, poorly fitted or top-dose-only effect, or another doubt; inactive means no such curve, though single readings can be large; an effect the other way counts as inactive or inconclusive. This is a random part of the collection; overall some 3.2% were active at least once.

SMILES	TSHR antagonist	Tb PFK inh	S-ASM inh	ELG1 repair inh	TSG101-PTAP inh	Mito fusion act	BCR signal inh	Integrin act MD	TCR activator	Eya2 phos inh	A-T KAP1 phos
CC1(C)C([N+](=O)[O-])C(c2ccc(O)cc2)NC(c2ccc(O)cc2)C1[N+](=O)[O-] (centres undefined)	9	3%	-3%	2%	-7%	-1%	2%	-3%	-4%[46.1 µM]	-2%	4%
CCC(NC(=O)c1cc(COc2c(F)cccc2F)on1)c1ccncc1 (centres undefined)	-5	-2%	2%	?	·	1%	0%	23%	1%	19%	-5%
Cc1cc(C(=O)Nc2ccc(C(=O)O)cc2)c(-c2ccccc2)o1	-4	-7%	7%	17%	-5%	3%	?	-11%	0%	4%	3%
Cc1onc(-c2ccccc2Cl)c1C(=O)N(C)C1CCCCC1	-11	-3%	3%	?	0%	5%	-13%	-17%	1%	-6%	-9%
COc1ccc(C2=NOC(Cn3nc(-c4ccccc4)cc3C(=O)NCc3cccc(C(F)(F)F)c3)C2)cc1 (centres undefined)	2	-8%	-33%	5%	0%	·	0%	4%	-4%	-6%	9%
O=C(CN1CCN(S(=O)(=O)c2ccc(Br)cc2)CC1)N/N=C/c1ccccc1C(=O)O	2	3%	3%	9%	1%	-5%	1%	9%	-5%	-21%	-1%
O=C1c2ccccc2C(O)(Cc2ccccc2)N1Cc1ccco1 (centres undefined)	-7	1%	-2%	16%	-5%	0%	5%	8%	2%[46.1 µM]	7%	-1%
O=C(O)c1cccc(NS(=O)(=O)c2ccc(NC(=O)c3ccco3)cc2)c1	2	16%	2%	-4%	-2%	-5%	?	12%	5%	8%	-8%
Oc1ccc(/C=N/Nc2ncnc3c2ncn3Cc2ccccc2)cc1O	2	-23%	4%	?	-4%	0%	-12%	0%	7%[46.1 µM]	4%	-3%
Oc1ccc2ccccc2c1/C=N/n1cnnc1	-11	13%	9%	6%	-5%	-2%	2%	-27%	3%[46.1 µM]	0%	-1%
COc1ccc(/C=C/C(=O)N2CCOCC2)cc1OC	1	1%	2%	12%	-2%	-1%	3%	13%	-5%	6%	2%
O=C(Nc1cccc(C(=O)O)c1)/C(=C\c1ccc2c(c1)OCO2)NC(=O)c1ccc(Br)o1	-2	2%	2%	?	-1%	15%	5%	?	-2%	-1%	-5%
Cc1ccccc1OCCC(=O)OCC(=O)NC1CC1	2	-11%	0%	16%	-2%	1%	1%	2%	1%	-24%	3%
O=C1c2ccccc2NC(c2ccncc2)N1c1ccccn1 (centres undefined)	41	0%	355%[activator]	5%	-2%	4%	0%	-20%	6%	5%	13%
CC(=O)N=c1sc2ccccc2n1C	-4	0%	1%	?	-3%	-3%	-5%	13%	0%	5%	0%
Cc1cccc(C(=O)N(Cc2ccc(C)o2)C2CCS(=O)(=O)C2)c1 (centres undefined)	-1	0%	1%	2%	-3%	0%	?	-10%	-7%	3%	0%
CC(C)C(NS(=O)(=O)c1ccc(Br)s1)C(=O)O (centres undefined)	2	1%	1%	8%	-3%	-4%	15%	14%	11%	14%	2%
OCc1cccc(Nc2ncnc3sc4c(c23)CCCCC4)c1	-15	-1%	-1%	-2%	-3%	26%	-17%	-8%	2%	1%	4%
COc1cccc(C(=O)N2CCN(c3ccccn3)CC2)c1	-8	2%	2%	3%	-3%	0%	4%	27%	·	-3%	-5%
Cc1ccc(SC[C@H](CC(C)C)N2CCN(C)CCC2=O)cc1	-2	-5%	3%	?	2%	-7%	4%	2%	-1%	-7%	32%
COc1ccccc1-c1sc2ccccc2c1-c1ccccc1OC	-4	5%	-5%	17%	2%	?	?	0%	6%	12%	0%
COc1ccc(CN(C)C(=O)C2CC(=O)N(c3ccc4c(c3)OCCO4)C2)c(OC)c1 (centres undefined)	-12	0%	0%	?	0%	4%	-10%	-65%[inhibitor]	-3%	10%	-4%
COc1ccc(C(C(=O)NC2CCCC2)N(C(=O)c2ccco2)c2ccccc2C(C)=O)cc1OC (centres undefined)	-6	1%	9%	1%	0%	-2%	3%	-22%	5%	-6%	-2%
O=c1cc(-c2ccccc2Cl)c2c([nH]1)CCC2	11	-10%	1%	2%	-3%	3%	-1%	6%	1%[46.1 µM]	-7%	-2%
O=C1CC(c2ccccc2)CC(O)=C1C=NCc1ccco1 (centres undefined)	-3	3%	1%	3%	-11%	0%	1%	15%	2%	-4%	-8%

Next part.
SMILES	TSHR antagonist	Tb PFK inh	S-ASM inh	ELG1 repair inh	TSG101-PTAP inh	Mito fusion act	BCR signal inh	Integrin act MD	TCR activator	Eya2 phos inh	A-T KAP1 phos
COc1cc(OC)c(OC)cc1CN1CCCC(C(=O)N2CCCC2)C1 (centres undefined)	5	2%	-1%	0%	-7%	-2%	1%	-9%	-3%	-7%	-3%
COc1ccc(N(C(=O)COc2ccccc2)C2C=CS(=O)(=O)C2)cc1 (centres undefined)	-1	7%	2%	-3%	-5%	-4%	-16%	21%	-11%	-2%	-7%
Cc1ccccc1C(=O)NC1CCN(Cc2nnnn2Cc2ccccc2)CC1	15	0%	-1%	5%	-5%	-1%	6%	5%[7.66 µM]	-3%	-12%	-8%
Cc1nc2c(-c3ccc(F)cc3)c(C)nn2c(C)c1CCC(=O)NC(C)CCc1ccco1 (centres undefined)	-12	3%	-16%	-21%	1%	9%	0%	-11%	5%[46.1 µM]	-1%	-2%
COc1ccc(CNC(=O)C2CC(=O)N(c3ccc(OCC(=O)N4CCCCC4)cc3)C2)cc1 (centres undefined)	16	0%	3%	-9%	-2%	-2%	?	5%	2%	8%	5%
O=C(Cn1cc2c(n1)CCCCC2)N1CCc2ccccc2C1	-7	1%	4%	15%	0%	-9%	8%	14%	1%	-11%	6%
CCN(CC)CCCNC(=O)Cn1cnc2sc(C)c(S(=O)(=O)N3CCC(C)CC3)c2c1=O	2	0%	6%	14%	-6%	0%	-6%	0%	-16%	-9%	-2%
O=C(C1CCCN(Cc2ccccc2Br)C1)N1CCCCC1 (centres undefined)	8	2%	1%	-2%	-8%	-4%	-1%	2%	9%	7%	-2%
NC(=O)c1ccccc1OCC(=O)Nc1ccc2c(c1)CCC2	14	4%	-2%	?	-2%	-2%	-1%	14%	-3%	2%	-8%
Cc1ccccc1CCNC(=O)c1ccc(Cl)c(S(=O)(=O)N2CC(C)OC(C)C2)c1 (centres undefined)	-16	1%	-1%	?	0%	7%	0%	-47%[inhibitor]	-7%	4%	0%
O=C(NCCS(=O)(=O)NCc1ccc2c(c1)OCO2)c1ccccc1	-3	-12%	-1%	-2%	-1%	2%	3%	-4%	4%	-4%	2%
COc1ccccc1C(=O)Nc1cccnc1	-6	-3%	0%	5%	-1%	2%	?	-5%	4%	-3%	0%
CCc1cccc2c(C(=O)COC(=O)C3=NNC(=O)CC3)c[nH]c12	5	4%	0%	6%	-4%	-1%	-6%	6%	5%	-6%	1%
CCc1ccc(NC(=O)COc2ccc(F)cc2C(=O)c2cnn(-c3ccccc3)c2)cc1	-15	1%	-24%	?	-4%	-1%	?	-12%	0%[46.1 µM]	-3%	-1%
